# Abeta yeast res = A-beta toxicity reversal in yeast. 410,000 tested, 0.063% active. Potency, µM (top dose mostly 46.1 µM), without a hit: at the top dose growth rescue, actives largely listed as activators. yeast expressing A-beta42, growth rescue, OD600, 48 h; response scale: 0% DMSO, 100% iron-clioquinol control; note: potency is the fitted concentration of half-maximal effect; nearly all actives have a fitted effect of over 55% in size
#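 Yeast growth medium received pinned compounds, then yeast cells expressing toxic A-beta were added; plates incubated at 30 C for 48 hr. Growth read as absorbance at 600 nm, normalized to DMSO and equimolar FeCl3 plus clioquinol controls.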
# FUS suppressor = rescues growth of FUS-expressing yeast; 390,000 tested, 0.24% active; S. cerevisiae FUS-expressing, growth rescue, OD600, 24 h; AID 1347120; Potency, µM (titrated, usually from 76.6 µM), for the others: at the highest dose growth rescue (activation), actives largely listed as activators;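 note: potency is the fitted concentration of half-maximal effect; plate controls were DMSO vehicle for no effect and reference control for full effect; nearly all actives have a fitted effect of over 55% in size; some results filed as inactive show a strong effect at the top dose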
#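 S. cerevisiae expressing FUS from galactose induction served as the toxicity model. Growth after 24hr at 30C, read as absorbance at 600 nm, indicates suppression of toxicity; compounds dosed at several concentrations.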
# pAkt inh = blocks phosphorylation of Akt; 360,000 tested, 0.32% active; activity change, % for hits at 50 µM; Neuro2A IGF-stimulated pAkt S473 HTRF, 20 min; active compounds read low; in the data active = activity change below about -80%; inconclusive = mostly about -51% to -80%; note: % is set by controls: 0 for no effect and ±100 for the full control effect
#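 Neuro2A cells in DMEM with 0.5% FBS, overnight at 37 deg C, given compound at single 50 µM final, then IGF (6 nM final) for 20 min at 37 deg C. Lysed; phospho-Akt Ser473 by HTRF after 24 h, 665/615 ratio.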
# MmCpn inh = inhibitors of Methanococcus maripaludis chaperonin (MmCpn); purified Mm-Cpn ATPase, ADP Transcreener TR-FRET; Potency, µM (doses to about 76.9 µM), inactives show at the top dose activity, negative = inhibition, actives largely listed as inhibitors; 330,000 tested, 0.031% active; note: potency is the fitted concentration of half-maximal effect; % is set by controls: 0 for no effect and ±100 for the full control effect; nearly all actives have a fitted effect of over 80% in size
#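 Compound-treated chaperonin, 25 nM final, turns over 10 uM ATP at 37°C for 30 min following a 10 min preincubation; ADP generated competes with ADP-d2 for Eu-cryptate antibody, lowering FRET.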
# GLP1R cytotox = cytotoxicity counter-screen for GLP-1 receptor inverse agonists. HEK293 cAMP-luciferase reporter cells, luminescence, 24 h. Potency, µM (top dose mostly 38.3 µM), for inactives: at the top dose activity change, negative = inhibition, hits mostly inhibitors. 410,000 tested, 0.13% active;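 note: loss of luciferase light is scored as toxicity; potency is the fitted concentration of half-maximal effect; % is set by controls: 0 for no effect and ±100 for the full control effect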
#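 To flag toxic compounds, the library was rerun on cells for 24 hr at 37 deg C and 5% CO2. Viability-linked luminescence was captured 12 min after adding luciferase detection reagent.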
# PTHR1 agonist = agonists of human PTHR1 parathyroid hormone receptor; HEK293 GP2 PTHR1 cells, GloSensor cAMP luminescence, 1 h; 410,000 tested, 0.075% active; Potency, µM (highest dose often 115 µM), for inactives: at the highest dose activation, most hits filed as activators; note: potency is the fitted concentration of half-maximal effect; nearly all actives have a fitted effect of over 55% in size; some results filed as inactive show a strong effect at the top dose; inactives centre near -15; many of its hits are not listed in these tables
# Target sequence (Q03431 whole entry, looked up): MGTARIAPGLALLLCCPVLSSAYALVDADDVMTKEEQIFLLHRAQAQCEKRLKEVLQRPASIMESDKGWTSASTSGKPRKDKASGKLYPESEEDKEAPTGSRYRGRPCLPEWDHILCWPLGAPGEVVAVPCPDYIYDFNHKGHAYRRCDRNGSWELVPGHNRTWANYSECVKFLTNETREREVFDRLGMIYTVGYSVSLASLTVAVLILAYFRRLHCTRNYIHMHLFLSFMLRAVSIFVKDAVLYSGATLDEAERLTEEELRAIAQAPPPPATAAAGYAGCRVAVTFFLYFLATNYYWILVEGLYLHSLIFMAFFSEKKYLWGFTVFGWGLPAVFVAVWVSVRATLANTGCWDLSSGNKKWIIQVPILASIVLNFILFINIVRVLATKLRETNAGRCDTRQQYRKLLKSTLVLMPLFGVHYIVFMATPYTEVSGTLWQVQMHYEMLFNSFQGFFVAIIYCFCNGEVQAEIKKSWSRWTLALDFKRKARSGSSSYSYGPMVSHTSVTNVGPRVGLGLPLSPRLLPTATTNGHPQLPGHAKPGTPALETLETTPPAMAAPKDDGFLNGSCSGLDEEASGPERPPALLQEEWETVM
#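 HEK-293-derived GP2 cells expressing PTHR1 and a GloSensor cAMP reporter, 3,000/well, plated overnight, given luciferin plus IBMX (each 0.5 mM as added) for 1 h at 37 °C, then compound for 1 h at 37 °C. Luminescence was read after 15 min at room temperature.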
# TDP43 rescue = TDP-43 toxicity inhibition in yeast; Potency, µM (doses to about 46.1 µM), for inactives: at the highest dose growth rescue (activation), most hits filed as activators; TDP-43 expressing yeast growth rescue, BacTiter-Glo, 24 h; 410,000 tested, 1.8% active; note: potency is the fitted concentration of half-maximal effect; % of control where 0% means no effect; nearly all actives have a fitted effect of over 50% in size
#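 Galactose-induced TDP-43 yeast, OD600=0.02, compound pinned; 24 hr, 30 deg C; BacTiter-Glo luminescence for growth. Inhibitors of TDP-43 toxicity read as activators.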
# aSyn rescue = inhibitors of alpha-synuclein toxicity in yeast; Yeast expressing alpha-synuclein, growth rescue, BacTiter-Glo, 24 h; Potency, µM (highest dose often 46.1 µM), inactives show top-dose growth rescue (activation), actives largely listed as activators; 370,000 tested, 0.14% active; note: potency is the fitted concentration of half-maximal effect; % of control where 0% means no effect; nearly all actives have a fitted effect of over 65% in size
#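 Readout is rescue of growth in alpha-synuclein-expressing yeast, so inhibitors of toxicity appear as activators. Growth after 24 hr at 30 deg C in galactose medium is quantified by luminescence.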
# GLP1R inv ag = acts as inverse agonist at human GLP-1 receptor; HEK293 GLP-1R CRE-luciferase, luminescence, 24 h; GLP-1R form is constitutively active; Potency, µM (titrated, usually from 38.3 µM), for inactives: top-dose activity change, negative = inhibition, usual class: inhibitors; 410,000 tested, 1.6% active; note: potency is the fitted concentration of half-maximal effect; % is set by controls: 0 for no effect and ±100 for the full control effect; nearly all actives have a fitted effect of over 55% in size
# Target sequence (P43220 whole entry, looked up): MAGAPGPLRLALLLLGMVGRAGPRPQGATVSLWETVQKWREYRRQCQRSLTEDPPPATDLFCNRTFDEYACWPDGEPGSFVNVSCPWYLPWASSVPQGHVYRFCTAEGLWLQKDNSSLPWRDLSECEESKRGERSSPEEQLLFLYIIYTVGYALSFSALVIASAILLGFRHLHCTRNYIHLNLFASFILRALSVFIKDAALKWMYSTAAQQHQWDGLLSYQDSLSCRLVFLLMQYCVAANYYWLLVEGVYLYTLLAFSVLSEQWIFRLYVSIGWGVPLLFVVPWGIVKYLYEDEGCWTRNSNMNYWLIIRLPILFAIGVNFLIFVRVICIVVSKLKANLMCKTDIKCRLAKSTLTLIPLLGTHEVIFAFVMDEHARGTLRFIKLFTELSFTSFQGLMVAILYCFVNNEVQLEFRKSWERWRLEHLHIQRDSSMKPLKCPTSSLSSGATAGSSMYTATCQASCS
#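 Stable HEK293 clone (constitutively active GLP-1R + cAMP-response luciferase); 200 cells/uL plated, 12 h pre-culture, compound 24 hr, 37 deg C/5% CO2; detection reagent 12 min RT; luminescence.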
# Numbers without * were called inactive; i = inactive; ? = inconclusive; . = not tested or not shown; [ ] = another dose, or the depositor's remark. Unless noted, calls come from the whole dose curve; as a rule, active = well fitted curve in the direction sought with a large enough effect; inconclusive = small, poorly fitted or top-dose-only effect, or another doubt; inactive = no such curve, though single readings can be large; an effect the other way counts as inactive or inconclusive.
SMILES,Abeta yeast res,FUS suppressor,pAkt inh,MmCpn inh,GLP1R cytotox,PTHR1 agonist,TDP43 rescue,aSyn rescue,GLP1R inv ag
CC(Oc1ccccc1)C(=O)OCC(=O)NC(=O)NC1CCCCC1 (configuration not stated),-13.0%,13.0%,i,-2.4%,-1.6%,-0.4%,-0.4%,11.7%,10.7%
O=C1CN(C(=O)c2cc([N+](=O)[O-])ccc2Cl)C(c2ccc(F)cc2)c2cc(F)ccc2N1 (configuration not stated),12.7%,.,i,1.4%,-16.8%,i,-0.2%,-3.0%,0.8%
CCc1ccc(N(CC)C(=O)Cn2nc(Cc3cccnc3)c3ccccc3c2=O)cc1,-9.1%,18.2%,.,.,1.0%,i,7.1%,.,-20.4%
Cc1ccccc1NS(=O)(=O)c1cc2c3c(c1)CC(=O)N3CCC2,-8.9%,7.8%,i,0.4%,-0.9%,-12.8%,0.0%,0.0%,7.3%
CCC(=O)N(Cc1ccco1)c1nc(-c2cc(OC)ccc2OC)cs1,4.1%,18.0%,i,-2.8%,-2.1%,i,-9.9%,-1.1%,3.6%
Cc1nn(C)c(C)c1NC(=O)c1ccc(S(=O)(=O)N(C)C)cc1,-14.6%,0.1%,i,2.0%,3.3%,-10.3%[57.5 µM],-14.4%,0.0%,4.9%
Cc1nn(-c2ccccc2)c(C)c1C(=O)OCC(N)=O,2.4%,-26.7%,i,-19.3%,-12.5%,i,29.0%,4.1%,13.9%
Cc1n[nH]c(=O)c2c1nnn2Cc1ccc(F)cc1,8.8%,-9.0%,i,-1.0%,0.6%,i,11.4%,-2.0%,13.0%
O=C1N[C@@H](Cc2cn(S(=O)(=O)c3ccccc3)c3ccccc23)C(=O)N[C@H]1Cc1ccccc1,-3.5%,-10.3%,i,.,3.2%,-15.0%,-5.8%,-0.1%,1.2%
CCNS(=O)(=O)c1ccc(NC(=O)Cc2ccc(F)cc2)cc1,15.4%,-5.1%,i,0.4%,3.3%,i,-15.4%,0.2%,?
C[C@H](NC(=O)c1[nH]cnc1C(=O)Nc1ccc(CNC(=O)OC(C)(C)C)cc1)C(=O)OCc1ccccc1,5.5%,1.1%,i,1.3%,-1.6%,-55.2%[inhibitor],6.5%,-3.2%,?
O=C(O)c1ccc(N(c2ccccc2)c2ccccc2)cc1,-93.4%[inhibitor],-2.9%,i,-2.6%,-4.9%,i,?,3.6%,-7.3%
Cc1noc(C)c1S(=O)(=O)N1CCC(C(=O)NCCC2=CCCCC2)CC1,9.9%,6.4%,i,0.1%,15.2%,-4.5%[57.5 µM],8.1%,1.9%,-7.7%
COc1cc2c(cc1OC)C1=C(C#N)CC/C(=N\S(=O)(=O)c3ccccc3)N1CC2,1.4%,32.7%,i,-0.5%,1.4%,-15.7%,27.5%,?,150.2%[activator]
CC(C)(C)C(=O)Nc1cc(NC(=O)C(C)(C)C)cc(C(=O)Nc2cc(C(=O)O)cc(C(=O)O)c2)c1,-1.1%,?,i,-0.2%,7.6%,i,6.2%,0.6%,5.9%
O=C(CSc1nnnn1-c1ccc(F)cc1)Nc1nc2ccccc2s1,-2.5%,15.0%,i,-1.6%,-5.2%,i,9.2%,3.9%,2.4%
COC(=O)COc1cccc2c(=O)n(CC(=O)NCCc3ccccc3)ccc12,0.7%,-14.3%,i,-3.5%,-5.4%,-24.1%,7.0%,-0.7%,-10.6%
CCS(=O)(=O)N1CCC(C(=O)Nc2cccc(C(C)=O)c2)CC1,6.9%,5.2%,i,0.0%,15.1%,i,-2.0%,-3.7%,7.3%
O=C1NC[C@H](CCCCN2CCN(Cc3ccccc3)C(=O)C2=O)N(Cc2ccccc2)C1=O,-8.3%,2.3%,i,.,0.3%,1.0%,5.4%,-8.9%,10.4%
CC1CCCC(NC(=O)COC(=O)COc2ccc(C#N)cc2)C1C (configuration not stated),5.6%,0.6%,i,0.6%,-0.8%,-10.1%,-9.7%,2.3%,9.3%
CCOC(=O)C(Cc1ccccc1)NC(=O)CCc1nnc2ccc(N3CCCC3)nn12 (configuration not stated),-12.9%,-0.3%,i,0.1%,-4.9%,i,-11.1%,3.7%,-10.7%
C=CCn1c(SCC(=O)Nc2cc(C)on2)nc2ccccc21,-2.2%,11.1%,i,.,0.6%,i,0.0%,-0.3%,12.8%
O=C(Nc1ccnn1C1CCN(Cc2cc(Cl)ccc2O)CC1)c1cccnc1,7.3%,18.2%,i,1.6%,-8.4%,i,-11.2%,-9.3%,-21.7%
O=C(NC1CCCCC1)C1CCCN(S(=O)(=O)c2cccs2)C1 (configuration not stated),?,-18.9%,i,1.5%,-14.7%,-45.5%[57.5 µM],-0.8%,4.4%,-18.1%
O=C(COc1ccc(Cl)cc1Cl)NN1C(=O)/C(=C\c2ccc(Cl)cc2)SC1=S,-1.1%,21.8%,i,0.1%,-4.5%,i,-21.3%,-2.0%,3.4%
Cn1c(=O)n(CCc2ccccc2)c(=O)c2c1nc1n2CCCN1c1ccccc1,-2.3%,-8.8%,i,3.2%,13.5%,i,-7.1%,4.5%,2.6%
O=C(C[C@@H]1C/C=C\C[C@H](NC(=O)OCC2c3ccccc3-c3ccccc32)C(=O)O[C@H](c2ccccc2)CNC1=O)NCCO,-7.8%,?,i,2.1%,0.4%,-3.6%,-3.4%,1.6%,-6.2%
O=C(CC1S/C(=N/N=C/c2cccs2)NC1=O)Nc1ccc(Cl)c(Cl)c1 (configuration not stated),5.4%,.,i,-0.1%,1.9%,-24.2%,10.5%,-10.3%,9.4%
CCOC(=O)c1c(C)c(C(=O)Nc2ccc3c(c2)OCCO3)c(C)n1CC,2.6%,20.1%,i,1.6%,?,i,-10.6%,-1.5%,?
COc1ccccc1-n1c(SCC(=O)Nc2cccc(C)c2)nc2c(c1=O)SCC2,-1.9%,?,i,-22.2%,-3.7%,-7.8%,24.3%,6.4%,13.9%
COc1ccc(Cc2c(O)nc[nH]c2=O)cc1,22.4%,-3.2%,i,-2.0%,9.1%,i,-2.6%,0.1%,10.3%
O=C(NCCc1ccc(Cl)cc1)c1ccc2c(c1)N(Cc1cccc(Cl)c1)C(=O)c1ccccc1S2(=O)=O,-0.4%,?,.,.,-5.5%,-3.6%,-19.2%,.,-30.5%
COc1ccc(/C=N/N(C)C2=NS(=O)(=O)c3ccccc32)cc1,-3.1%,-13.0%,i,-6.0%,25.6%,i,9.3%,0.5%,16.9%
Cc1cc(Cl)ccc1OCCCC(=O)NNC(=O)c1ccncc1,3.3%,4.3%,i,1.1%,7.2%,6.5%,-2.4%,-3.1%[1.84 µM],9.4%
CCOc1ccc(S(=O)(=O)N2CCCC(C(=O)NC3CCCC3)C2)cc1 (configuration not stated),-3.6%,11.9%,i,-3.8%,-9.8%,-0.8%,2.4%,-1.7%,8.9%
O=C(Nc1nc(OCCN2CCCC2=O)cnc1/C=C\c1ccccc1)c1cc2ccccc2s1,-2.0%,39.8µM*,i,.,-0.8%,i,18.9%,?,-21.6%
c1n[nH]c(NCc2ccc3c(c2)OCO3)n1,8.2%,-13.6%,.,0.6%,5.0%,-10.5%,14.3%,.,0.0%
CC1(C(=O)Nc2cccc3cccnc23)CCN1C(=O)Cc1ccc(Cl)cc1Cl (configuration not stated),-7.6%,37.9%,i,.,-11.4%,-10.1%,20µM*,-2.8%,?
Cc1ccc(Nc2c(C(C)C)c(C)c(C#N)c3nc4ccccc4n23)cc1,-13.9%,?,.,.,51.0%[activator],-9.8%,-24.2%,.,?
CCN(C(=O)CSc1nc(C)c(C)c(C)n1)C1CCS(=O)(=O)C1 (configuration not stated),0.0%,.,i,1.3%,22.2%,-7.6%,-14.0%,-3.0%,18.9%
O=C(CSc1nc(O)cc(=O)[nH]1)N1CCOCC1,-5.7%,19.1%,i,-0.2%,1.1%,i,-19.2%,0.0%,13.6%
Cn1cnc2nc[nH]c2c1=O,2.0%,-5.9%,i,.,9.7%,i,-2.6%,-1.8%,25.8%
Cc1cccc(NC(=O)c2cc([N+](=O)[O-])ccc2N2CCN(C)CC2)c1,4.3%,0.7%,i,0.6%,2.2%[7.66 µM],-1.1%,15.3%[9.22 µM],2.4%,-16.4%[7.66 µM]

# Grouped by structure, those above with an aryl methoxy group (five)
SMILES,Abeta yeast res,FUS suppressor,pAkt inh,MmCpn inh,GLP1R cytotox,PTHR1 agonist,TDP43 rescue,aSyn rescue,GLP1R inv ag
CCC(=O)N(Cc1ccco1)c1nc(-c2cc(OC)ccc2OC)cs1,4.1%,18.0%,i,-2.8%,-2.1%,i,-9.9%,-1.1%,3.6%
COc1cc2c(cc1OC)C1=C(C#N)CC/C(=N\S(=O)(=O)c3ccccc3)N1CC2,1.4%,32.7%,i,-0.5%,1.4%,-15.7%,27.5%,?,150.2%[activator]
COc1ccccc1-n1c(SCC(=O)Nc2cccc(C)c2)nc2c(c1=O)SCC2,-1.9%,?,i,-22.2%,-3.7%,-7.8%,24.3%,6.4%,13.9%
COc1ccc(Cc2c(O)nc[nH]c2=O)cc1,22.4%,-3.2%,i,-2.0%,9.1%,i,-2.6%,0.1%,10.3%
COc1ccc(/C=N/N(C)C2=NS(=O)(=O)c3ccccc32)cc1,-3.1%,-13.0%,i,-6.0%,25.6%,i,9.3%,0.5%,16.9%

# Screening results: PubChem, National Center for Advancing Translational Sciences (NCATS)

# An excerpt; the hit share may differ from the screen's.
